Assay outcomes as filed in PubChem BioAssay.
BoNT F protease – BoNT F light chain protease inhibition; inhibition, % at 10 µM; AID 588497; Multiplex microsphere protease cleavage assay, flow cytometry; hit rate 0.22% among 360,000; in the data active = inhibition above about 35%, passing the limit was not always enough; inconclusive = no clear call, values can overlap the other calls; also: plate controls were buffer without enzyme for full effect and enzyme alone for no effect
UGM FP inh – Mtb UDP-galactopyranose mutase inhibition. AID 504406. hit rate 0.06% among 320,000. purified UGM, fluorescence polarization probe displacement. P9WIQ1. inhibition, % at 10 µM; in the data active = inhibition above about 10%, passing the limit was not always enough; inconclusive = no clear call, values can overlap the other calls
Rv3671c inh – inhibits the M. tuberculosis serine protease Rv3671c; hit rate 0.048% among 320,000; AID 2606; inhibition, % at 5.96 µM; in the data active = inhibition above about 38%;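 also: extracellular domain of Rv3671c used as enzyme; 0% = enzyme with DMSO and 100% = no enzyme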
Target sequence (P9WHR9 whole entry, looked up, the tested form may be a part): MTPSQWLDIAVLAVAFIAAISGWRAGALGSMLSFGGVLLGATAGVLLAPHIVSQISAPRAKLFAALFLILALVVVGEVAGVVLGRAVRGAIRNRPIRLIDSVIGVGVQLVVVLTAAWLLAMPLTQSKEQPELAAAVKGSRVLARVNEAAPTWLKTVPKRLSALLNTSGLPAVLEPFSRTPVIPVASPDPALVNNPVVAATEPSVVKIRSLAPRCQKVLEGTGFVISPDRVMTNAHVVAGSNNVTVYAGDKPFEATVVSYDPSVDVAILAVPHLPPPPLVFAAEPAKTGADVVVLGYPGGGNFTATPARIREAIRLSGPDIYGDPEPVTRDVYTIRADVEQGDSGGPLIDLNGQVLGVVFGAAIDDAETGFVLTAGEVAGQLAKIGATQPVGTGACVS
Mtb BioA inh – blocks M. tuberculosis BioA enzyme activity; AID 602481; hit rate 0.096% among 360,000; purified M. tuberculosis BioA enzyme, plate reader; inhibition, % at 9.99 µM; in the data active = inhibition above about 40%; inconclusive = no clear call, values can overlap the other calls
GDH-TPI inh – counter-screen for M. tuberculosis FBA inhibitors: GDH-TPI coupled enzymes. GDH-TPI coupled enzyme counterscreen, NADH absorbance. inhibition, % at 4.8 µM. hit rate 1.2% among 360,000. AID 588335; in the data active = inhibition above about 30%;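 also: 0% = DMSO wells and 100% = wells lacking the enzyme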
FadD28 FP inh – blocks FadD28 binding to the bisubstrate probe; hit rate 0.22% among 360,000; fluorescence polarization; AID 588549; inhibition, % at 12.5 µM; in the data active = inhibition above about 8.5%, passing the limit was not always enough; inconclusive = no clear call, values can overlap the other calls
MazEF act – activators of E. coli MazEF toxin-antitoxin RNase; P0AE70; hit rate 0.32% among 350,000; FAM/BHQ RNA-DNA oligo cleavage fluorescence, 5 h; activation, % at 20 µM; in the data active = activation above about 50%
Target sequence (P0AE70 whole entry, looked up): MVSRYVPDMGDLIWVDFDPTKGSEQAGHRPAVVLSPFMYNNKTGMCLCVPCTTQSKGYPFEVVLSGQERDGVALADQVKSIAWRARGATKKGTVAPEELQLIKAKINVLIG
FBA Mtb inh – inhibits M. tuberculosis FBA enzyme. inhibition, % at 1 µM. purified M. tuberculosis FBA, fluorescence read-out. P9WQA3. hit rate 2.3% among 360,000; in the data active = inhibition above about 27%;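 also: 0% = vehicle and 100% = reference inhibitor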
Target sequence (P9WQA3 whole entry, looked up): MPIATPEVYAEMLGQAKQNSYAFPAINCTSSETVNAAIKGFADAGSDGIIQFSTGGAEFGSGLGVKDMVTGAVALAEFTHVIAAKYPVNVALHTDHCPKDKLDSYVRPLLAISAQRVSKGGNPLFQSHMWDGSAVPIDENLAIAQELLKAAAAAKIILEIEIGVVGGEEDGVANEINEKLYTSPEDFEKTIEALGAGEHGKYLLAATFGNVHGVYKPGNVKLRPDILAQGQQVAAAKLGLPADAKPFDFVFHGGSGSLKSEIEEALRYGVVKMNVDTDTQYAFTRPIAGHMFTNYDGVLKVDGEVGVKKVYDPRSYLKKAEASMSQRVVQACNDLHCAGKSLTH
PrPC surface inh – cell surface PrPC inhibition, primary TR-FRET screen | P04156 | TR-FRET read-out | inhibition, % at 13.8 µM | hit rate 0.43% among 370,000; in the data active = inhibition above about 24%; also: 0% = median of the test wells and 100% = reference compound wells
Numbers without * were called inactive; ? = inconclusive; nt = not tested or not shown; + = active, no number; & = joins results of further samples. Not a hit list. About 4.8% of those tested had a hit in this group.

Sample of the layout:
SMILES	BoNT F protease	UGM FP inh	Rv3671c inh	Mtb BioA inh	GDH-TPI inh	FadD28 FP inh	MazEF act	FBA Mtb inh	PrPC surface inh
COc1ccc(CCNC(=O)c2ccc(S(=O)(=O)N(C)c3ccccc3)cc2)cc1OC	13	0.6	-6	-0.5	-2	-5.5	5	-4	3
COc1cc(NC(=O)CCN2CC(C)OC(C)C2)cc(OC)c1 (stereo unspecified)	11	-1.8	-11	4.6	-2	0.0	5	5	1
N#CCc1nn(-c2ccc(Cl)cc2)c(N)c1C#N	-2	1.9	2	-0.3	-6	-3.6	12	3	-2
COc1ccc(Nc2nnc(SCC(=O)NC3CCS(=O)(=O)C3)s2)cc1 (stereo unspecified)	-3	nt	nt	0.0	10	0.2	2	3	-3
OCC12COC3c4ccccc4C(OC1)N32 (stereo unspecified)	-7	-0.4	-7	-0.3	-10	-5.8	1	0	-3

The list itself, from the first entry:
SMILES	BoNT F protease	UGM FP inh	Rv3671c inh	Mtb BioA inh	GDH-TPI inh	FadD28 FP inh	MazEF act	FBA Mtb inh	PrPC surface inh
COc1ccc(CCNC(=O)c2ccc(S(=O)(=O)N(C)c3ccccc3)cc2)cc1OC	13	0.6	-6	-0.5	-2	-5.5	5	-4	3
COc1cc(NC(=O)CCN2CC(C)OC(C)C2)cc(OC)c1 (stereo unspecified)	11	-1.8	-11	4.6	-2	0.0	5	5	1
N#CCc1nn(-c2ccc(Cl)cc2)c(N)c1C#N	-2	1.9	2	-0.3	-6	-3.6	12	3	-2
COc1ccc(Nc2nnc(SCC(=O)NC3CCS(=O)(=O)C3)s2)cc1 (stereo unspecified)	-3	nt	nt	0.0	10	0.2	2	3	-3
OCC12COC3c4ccccc4C(OC1)N32 (stereo unspecified)	-7	-0.4	-7	-0.3	-10	-5.8	1	0	-3
Cc1noc(/C=C/N(C)C)c1S(=O)(=O)N1CCCC(C(=O)NC2CCCCC2)C1 (stereo unspecified)	-11	1.5	-9	-6.3	58*	3.6	3	-1	0
O=C(NC1CCCC1)C(c1ccccc1)N(C(=O)c1csnn1)C1CCCC1 (stereo unspecified)	-7	-5.3	11	-0.4	2	0.1	7	0	-1
CCc1ccccc1N(CC(=O)NC(C)c1ccccc1)S(C)(=O)=O (stereo unspecified)	?	0.7	1	-1.6	11	-1.5	7	-3	7
Cc1ccc(NC(=O)NCCN2CCCCC2)cc1C	10	-0.2	-2	-1.1	10	2.3	-18	4	-1
C/C(=N\NC(=O)c1cc2ccccc2cc1O)c1ccccn1	14	0.0	18	-1.7	20	-0.6	4	4	-4
O=C(O)CCCCCNc1nc(-c2ccccc2)nc2ccccc12	-5	-0.4	-6	-0.5	27	-2.6	1	-4	2
COc1ccc(CN(C)C(=O)CNC(=O)Cc2cccc3ccccc23)c(OC)c1OC	2	2.3	-6	-1.3	1	-0.7	-6	2	0
C[N+]1(C)CCc2cc3c(cc2[C@H]1[C@@H]1OC(=O)c2c1ccc1c2OCO1)OCO3	5&-11	-2.8&-2.0	2&-1	0.9&0.0&-0.3	6&5	-0.7&-0.7	-17&5	2&-6	-2&1
Cc1ccc(C(=O)NNC(=O)Cc2nc3nc(C)cc(C)n3n2)cc1	-6	1.6	-11	-1.4	9	-0.2	2	3	4
COCCN(C(=O)c1cc(-c2ccc(F)cc2)nc2ccccc12)c1c(N)n(CC(C)C)c(=O)[nH]c1=O	-1	nt	nt	-4.8	7	-2.2	-2	4	0
COCCNC(=O)/C(C#N)=C\c1ccc(CNS(=O)(=O)c2ccccc2)o1	-6	-0.6	-1	nt	20	-1.5	0	5	8
COC(=O)C1=C(C)N(CC2CC2)C(=NCc2cc(OC)c(OC)c(OC)c2)N[C@H]1c1ccccc1	3	-1.3	-7	-1.6	4	-1.5	10	1	nt
CCCOc1ccc(F)cc1-c1cc(C(=O)NCc2ccco2)[nH]n1	3	nt	nt	0.6	0	-2.8	nt	4	5
C/C(=N\NC(=O)Cn1ccc(C(F)(F)F)n1)c1ccc(N2CCOCC2)cc1	-3	1.0	2	3.2	9	-3.3	11	-2	1
COc1ccc(-c2cc(N3CCCC3)n3ncnc3n2)cc1	-5	2.3	0	1.7	18	-2.8	8	6	-5
CCCCC(=O)NC1(C(F)(F)F)C(=O)Nc2c1c(=O)[nH]c(=O)n2Cc1ccco1 (stereo unspecified)	-10	-2.3	5	-2.1	3	1.5	5	-2	3
CC(C)Sc1oc(-c2ccco2)nc1S(=O)(=O)c1ccc(F)cc1	-11	1.8	6	-0.3	0	-0.5	3	2	-12
N#CCc1ccc(-c2cccc3nccn23)cc1	-8	nt	nt	0.5	8	-2.8	nt	+	-11
CSCC[C@H](NC(=O)c1cccs1)c1nnc2ccccn12	8	0.7	-5	-1.9	6	-2.8	0	2	-10
CC(=O)c1cccc(OCC(=O)N(Cc2ccco2)c2c(N)n(Cc3ccccc3)c(=O)[nH]c2=O)c1	-4	3.2	-11	2.0	6	-2.6	-2	-2	-5
COc1ccc(/C(C)=N\O)cc1OC	-2	0.1	7	nt	-6	-3.6	4	1	7
COc1ccc(C(CNC(=O)/C=C/c2c(Cl)nc3ccccn23)N(C)C)cc1 (stereo unspecified)	1	-3.1	2	nt	13	-1.7	7	2	-6
O=C(CC(C(=O)O)c1ccc(Cl)cc1)c1ccc(Br)cc1 (stereo unspecified)	1	2.6	2	-3.9	9	0.3	2	9	9
Nc1nnc(Cc2c[nH]c3ccccc23)s1	-3	-1.0	2	0.7	-4	-5.3	-1	-9	-2
Cc1cccc(C)c1-n1nnnc1C(c1ccccc1OC(F)(F)F)N1CCC(n2c(=O)[nH]c3ccccc32)CC1 (stereo unspecified)	-3	nt	nt	-2.1	nt	-0.3	nt	-2	-2
Cc1nc(N)sc1-c1csc(Nc2ccccn2)n1	-16	nt	nt	-0.2	18	-0.7	15	3	2
COc1cccc(NC(=O)c2cccc(N3C(=O)C4CCC(C)CC4C3=O)c2)c1 (stereo unspecified)	-15	1.4	-9	nt	-4	-4.3	7	-4	8
CCN(CC)C1=N/C(=C\c2ccco2)C(=O)N1c1ccccc1	1	3.5	-12	-1.1	3	-0.4	-4	2	-4
COCC(C)NC(=O)Cn1c(SCc2ccccc2)nc2ccccc21 (stereo unspecified)	14	2.1	-4	0.1	1	-3.2	7	-5	1
c1ccc(-c2noc(-c3ccccc3-c3ccccc3)n2)cc1	2	-1.6	7	-0.9	3	-3.8	-1	2	-5
Cc1nc2ccc(NC(=O)c3ccc(N4C(=O)CCC4=O)cc3)cc2s1	3	-2.1	3	-2.7	-1	1.4	6	4	3
O=C(CCNC(=O)c1ccc(Br)cc1)NCCCc1ccccc1	-8	0.0	2	-0.3	7	-8.2	3	-1	-11
Cc1cccc(NC(=O)CSCC(=O)Nc2cc(S(=O)(=O)N3CCOCC3)ccc2OC(C)C)c1	-6	0.0	4	-0.7	-8	0.6	0	-3	9
COC1=C/C(=C/c2c(N)n3c(nc2=O)sc2cc(S(C)(=O)=O)ccc23)C=CC1=O	5	0.0	-15	-13	52*	1.7	-485	-5	1
COc1cc(C(=O)NCCSc2ccccc2)cc(OC)c1OC	28	-2.0	3	0.0	8	-3.6	-6	-2	-4
CSc1nc(C)cc(Oc2ccc(OCCOc3ccccc3)nn2)n1	6	2.0	2	-0.2	4	-0.8	6	-4	1
CC(C)CN(C(=O)COC(=O)c1cc2ccccc2cc1O)c1c(N)n(Cc2ccccc2)c(=O)[nH]c1=O	-113	nt	nt	-1.9	-2	-1.0	-29	2	-1
Cc1csc(NC(=O)CSc2ccc(-c3ccccn3)nn2)n1	-1	-2.4	1	2.5	-7	-1.3	6	0	2
CN(C)C1CCN(C(=O)c2cccc(OC3CCN(S(=O)(=O)N(C)C)CC3)c2)C1 (stereo unspecified)	-2	-5.0	nt	-1.3	1	-0.5	-2	3	6
Cc1cc(C)cc(CC(=O)N2CCC2(C)C(=O)NS(=O)(=O)c2cccc(F)c2)c1 (stereo unspecified)	1	nt	nt	-1.4	1	0.1	nt	-4	-1
COc1ccc2c(c1)c(=O)c(C(=O)c1ccccc1)cn2Cc1ccc(C)cc1	-9	-1.0	-9	14	19	-5.2	10	-4	13
COc1ccc(CNCCC(c2ccc(F)cc2)c2ccc(OC)cc2)cc1 (stereo unspecified)	-10	1.8	6	nt	-4	-3.7	14	2	-9
COC(=O)c1ccc(OC)c(NS(=O)(=O)c2ccc(-n3cnnn3)cc2)c1	-2	-4.7	-4	0.3	2	-3.2	9	2	1
Cc1cc(C)c2ccc3c(C)c(C)n(C)c3c2n1	-13	3.0	3	-2.5	1	-3.6	-4	5	1
COc1cc(OC)cc(C(=O)N2CCC(C(=O)Nc3ccc4c(c3)OCCO4)CC2)c1	-3	1.5	-4	-1.2	-1	-3.4	-2	-2	1

An excerpt of these results, with values under each structure.
Results follow in this order: BoNT F protease, UGM FP inh, Rv3671c inh, Mtb BioA inh, GDH-TPI inh, FadD28 FP inh, MazEF act, FBA Mtb inh, PrPC surface inh
Cc1noc(/C=C/N(C)C)c1S(=O)(=O)N1CCCC(C(=O)NC2CCCCC2)C1 (stereo unspecified)
  -11, 1.5, -9, -6.3, 58*, 3.6, 3, -1, 0
O=C(NC1CCCC1)C(c1ccccc1)N(C(=O)c1csnn1)C1CCCC1 (stereo unspecified)
  -7, -5.3, 11, -0.4, 2, 0.1, 7, 0, -1

(continued)
SMILES	BoNT F protease	UGM FP inh	Rv3671c inh	Mtb BioA inh	GDH-TPI inh	FadD28 FP inh	MazEF act	FBA Mtb inh	PrPC surface inh
Cc1ccc(S(=O)(=O)NCCC(=O)N2CCN(S(=O)(=O)c3ccccc3)CC2)cc1C	3	6.0	-2	-1.2	-7	-0.6	-2	1	-6
CCCCN(CC)CCNC(=O)Cn1cc2c(n1)-c1c(oc(C(=O)N3CCCC3)c1C)CC2	2	4.0	-1	-2.8	-2	-1.2	11	1	-5
CCOc1ccc(NC(=O)C2CCCN(S(=O)(=O)c3ccc4[nH]c(=O)ccc4c3)C2)cc1 (stereo unspecified)	-1	1.4	-11	0.4	8	-2.4	-17	-4	7
COC(=O)c1cc(CNC(=O)C2CC(=O)N(c3ccc4c(c3)OCCO4)C2)ccc1OC (stereo unspecified)	4	0.4	1	-1.0	-1	-0.4	-1	-2	-5
O=C(CSc1ncnc2c1cnn2CCc1ccccc1)Nc1cccc(C(F)(F)F)c1	-2	1.2	-83	0.6	-4	-10	-1	-2	-2
CC(=O)/C(=N\Nc1ccc(C)cc1)Sc1nncn1C	1	-0.2	3	nt	-2	-4.0	-1	0	-2
CC1CC(NC(=O)Cc2ccc(Br)cc2)CC(C)(C)C1 (stereo unspecified)	-16	2.4	-8	nt	5	-1.3	-7	-3	4
COc1ccc(S(=O)(=O)N2CCC(C(=O)NC3CC(C)(C)NC(C)(C)C3)CC2)cc1	-2	-3.3	0	-0.8	11	-0.2	1	0	7
COc1ccc(C(=O)OCC(=O)c2ccc[nH]2)c(OC)c1	-4	-0.4	2	2.0	2	-1.4	0	-1	0
O=C(COc1ccc(-c2ccccc2)cc1)Nc1cccnc1	0	2.7	-5	8.4	-2	-2.7	0	2	14
CS(=O)(=O)N1CCn2c1nc1ccccc12	0	1.3	-5	-3.3	-2	0.1	-20	4	7
CN(C)c1ccc(Nc2nc(N)c3ccccc3n2)cc1	-18	2.3	7	0.3	-3	-3.7	7	-5	14
O=[N+]([O-])c1ccc(P(=O)(Cc2ccccc2)c2ccccc2O)cc1 (stereo unspecified)	-24	1.7	-2	-1.0	0	0.2	5	-8	-4
Cc1ccc(C(=O)NC(=S)Nc2ccc(Oc3ccc(Cl)cc3)cc2)cc1	-22	-0.5	-1	-2.5	11	0.1	0	3	4
COc1ccc(Cn2c(CCCO)nc3ccccc32)cc1OC	-21	2.7	4	nt	2	-1.1	8	8	4
Cc1ccc(/C=C/C(=O)CCC(=O)O)cc1	-1	-2.4	1	-0.7	3	-2.9	11	1	-5
O=C(NC(=S)Nc1ccc2oc(-c3ccncc3)nc2c1)c1ccccc1F	-10	2.7	-6	-1.4	-4	-0.1	-60	1	6
O=C1CC(N2CCN(c3ccccc3Cl)CC2)C(=O)N1c1cccc(F)c1 (stereo unspecified)	3	1.5	-2	1.0	6	-0.1	-8	5	2
O=C(Nc1ccc(Cl)c(S(=O)(=O)N2CCOCC2)c1)c1ccc2c(c1)OCCO2	-2	0.2	-18	nt	-7	-4.6	-3	3	7
CCOC(=O)c1c(C)n(C)c2cc(-c3ccc(C)cc3)c(O)cc12	-4	1.2	-15	0.8	5	-1.3	6	2	-3
